Statin myotox sup: protects C2C12 myotubes from simvastatin toxicity; ATP luminescence, 48 h; scaled: DMSO 0, geranylgeraniol control 100; rescue of ATP level, % at 7.49 µM; hit rate 0.78% among 330,000; AID 602340;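 active = mean ATP rescue above about 67%, or every replicate alone reaching that limit, limit read from the data, passing the limit was not always enough; inconclusive = no clear call, values can overlap the other calls; inactive = mean under the limit and some replicate under it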;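 also: myotubes were challenged with 10 µM simvastatin during compound exposure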
DENV2 CPE rescue: protects cells from dengue virus 2 cytopathic effect; DENV2-infected cells, cytopathic effect rescue, plate reader; CPE inhibition, % at 9.99 µM; hit rate 1.7% among 350,000; AID 651640; in the data active = CPE inhibition above about 20%, passing the limit was not always enough; inconclusive = no clear call, values can overlap the other calls; tested in BHK-21 cells;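 also: 0% = median of neutral control wells and 100% = median of positive control wells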
E-selectin induc: E-selectin induction on HUVECs | HUVEC E-selectin immunofluorescence imaging; normalized: neutral wells 0, TNF-alpha wells 100 | activation, % at 7.58 µM | hit rate 0.37% among 260,000 | AID 686992;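 active = mean E-selectin-positive cell signal at least 10% of the positive control, reached in at least 60% of replicates, without over 20% cell loss; inconclusive = no rule given, readout overlaps actives, possibly toxicity-flagged; inactive = the rest, including those meeting only one limit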;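 also: in these data hits start at about 27%; measured in HUVEC primary endothelial cells; signal is the percent of cells scored E-selectin positive by PE staining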
Target sequence (P16581 whole entry, looked up): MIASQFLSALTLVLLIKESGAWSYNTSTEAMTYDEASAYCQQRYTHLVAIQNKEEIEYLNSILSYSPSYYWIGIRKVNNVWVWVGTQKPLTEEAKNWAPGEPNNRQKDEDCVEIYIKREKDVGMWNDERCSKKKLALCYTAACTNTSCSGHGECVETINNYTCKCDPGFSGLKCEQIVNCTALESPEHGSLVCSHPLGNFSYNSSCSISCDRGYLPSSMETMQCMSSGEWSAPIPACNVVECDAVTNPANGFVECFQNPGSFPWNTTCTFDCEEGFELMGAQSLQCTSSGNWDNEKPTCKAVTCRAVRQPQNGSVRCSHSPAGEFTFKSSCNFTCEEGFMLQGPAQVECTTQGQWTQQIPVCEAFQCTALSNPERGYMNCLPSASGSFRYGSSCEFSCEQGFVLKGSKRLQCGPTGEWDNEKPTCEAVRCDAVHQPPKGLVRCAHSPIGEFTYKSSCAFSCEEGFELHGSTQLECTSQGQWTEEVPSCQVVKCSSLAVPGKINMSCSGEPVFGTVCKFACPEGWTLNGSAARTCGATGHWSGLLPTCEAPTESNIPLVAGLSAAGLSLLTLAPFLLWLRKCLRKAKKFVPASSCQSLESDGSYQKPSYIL
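System: HUVEC / Compound: single concentration / Signal: immunofluorescence imaging / Read-out: percent E-selectin-positive cells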
ERp5 inh: ERp5 (human) disulfide isomerase inhibition | ERp5 insulin aggregation, absorbance 650 nm, 90 min | inhibition, % at 9.99 µM | hit rate 0.05% among 350,000 | Q15084;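 active = mean replicate inhibition above about 25%, with every replicate also reaching it, limit read from the data, passing the limit was not always enough; inconclusive = only one of those two criteria met; inactive = neither criterion met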
PglD DTNB: inhibitors of Campylobacter jejuni PglD acetyltransferase; hit rate 0.098% among 360,000; purified PglD enzyme, DTNB colorimetric CoA detection; AID 602405; inhibition, % at 12.5 µM; in the data active = inhibition above about 16%, passing the limit was not always enough; inconclusive = no clear call, values can overlap the other calls; also: strong numbers were not always called active
SIRT5 inh: inhibitors of human sirtuin-5 desuccinylase; Q9NXA8; Purified SirT5, succinyl-peptide AMC, trypsin-coupled fluorescence; AID 652115; inhibition, % at 15 µM; hit rate 1.1% among 330,000; in the data active = inhibition above about 15%; inconclusive = no clear call, values can overlap the other calls
Target sequence (Q9NXA8 whole entry, looked up): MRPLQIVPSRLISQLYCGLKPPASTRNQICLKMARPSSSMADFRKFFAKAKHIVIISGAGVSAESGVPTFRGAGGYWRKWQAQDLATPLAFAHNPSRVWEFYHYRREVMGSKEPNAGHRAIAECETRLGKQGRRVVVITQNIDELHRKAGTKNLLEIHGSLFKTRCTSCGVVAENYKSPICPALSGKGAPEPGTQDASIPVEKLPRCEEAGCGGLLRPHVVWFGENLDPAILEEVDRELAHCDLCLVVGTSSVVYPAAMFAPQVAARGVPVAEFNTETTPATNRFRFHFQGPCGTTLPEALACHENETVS
S100A4 MyoIIA: blocks human S100A4 binding to myosin IIA peptide | hit rate 0.14% among 360,000 | S100A4/TAMRA-MyoIIA peptide fluorescence polarization | P26447 | AID 652163 | inhibition, % at 10.7 µM;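 active = mean inhibition of at least 70% across replicates, with every replicate also reaching that level; inconclusive = mean inhibition reaches 70% but some replicates fall short; inactive = mean inhibition below 70%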
Target sequence (P26447 whole entry, looked up): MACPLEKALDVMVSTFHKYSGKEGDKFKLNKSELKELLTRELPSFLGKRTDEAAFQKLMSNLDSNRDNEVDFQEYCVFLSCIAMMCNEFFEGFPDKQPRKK
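assay system = human S100A4 monomer with TAMRA-labelled myosin IIA peptide | also added = labelled myosin peptide probe, 5 nM | incubation = 5 min between mix addition and reading | control set = DMSO and TFP controls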
* marks the source's active call; other numbers are inactive results; ? = inconclusive; nt = not tested or not shown; & = joins results of further samples.

SMILES	Statin myotox sup	DENV2 CPE rescue	E-selectin induc	ERp5 inh	PglD DTNB	SIRT5 inh	S100A4 MyoIIA
COCCN(C(=O)CSc1n[nH]c(-c2ccccc2)n1)c1c(N)n(CC(C)C)c(=O)[nH]c1=O	-15	4	nt	-1	-3	1	-3
COc1ccc(C(CNC(=O)c2ccc(NS(=O)(=O)c3cccc([N+](=O)[O-])c3)cc2)N2CCOCC2)cc1 (stereo not given)	nt	-9	0.0	1	2	0	-1
CCOc1ccc(-c2cc(CCCC(=O)N3CCN(c4ccc(OC)cc4)CC3)no2)cc1	-2	?	nt	-9	-4	-4	1
O=C(O)c1ccc(COc2ccccc2/C=C2\NC(=O)N(Cc3ccccc3)C2=O)cc1	-15	-4	nt	-5	nt	-1	-2
COCCNc1nc(N)c([N+](=O)[O-])c(NC2CCCCC2)n1	31	0	nt	2	5	-4	-3
Cc1ccc(NC2=C(Cl)C(=O)OC2OC(=O)c2ccco2)cc1 (stereo not given)	19	-6	nt	3	7	11	-2
CC1CCCCC1NC(=O)CSc1ncnc2sccc12 (stereo not given)	1	-3	-0.7	13	4	-5	7
CN1[C@H](C(=O)NCc2ccncc2)[C@@H](CO)[C@@H]2Cn3c(ccc(-c4ccccc4F)c3=O)[C@@H]21	1	7	-0.2	7	-1	2	nt
Cc1noc(C)c1S(=O)(=O)Nc1ccc2c(c1)C(=O)N([C@@H](C)CO)C[C@@H](C)[C@@H](CN(C)Cc1ccc(Oc3ccccc3)cc1)O2	26	-5	-5.4	0	-3	8	1
C[C@H]1CN([C@@H](C)CO)C(=O)c2cccc(NC(=O)C3CC3)c2O[C@H]1CN(C)Cc1ccc(C(F)(F)F)cc1	14&-3	3	-0.3&-0.2	7	13&5	-6	19
CC(=O)N1CCN(C(=S)c2ccc(N(C)C)cc2)CC1	0	nt	nt	0	-4	1	6
Cc1noc(C)c1NC(=O)N(C)C[C@@H]1OCCCC[C@@H](C)Oc2ccc(NC(=O)c3ccccc3)cc2C(=O)N([C@H](C)CO)C[C@@H]1C	nt	5	-0.1	-2	-3	-7	13
COc1ccc2c3c(n(C)c2c1)[C@@H](CO)N(C(C)=O)CC31CCN(Cc2cccnc2)CC1	nt	8	-0.2	1	nt	4	-5
COc1ccc(C(C)(C)C)cc1NC(=O)COC(=O)c1cc(SC)ccc1Cl	nt	5	nt	2	nt	nt	4
O=c1[nH]c(NCCO)nnc1Cc1ccccc1	9	-3	nt	2	2	-4	5
COc1ccc(/C=N/n2c(-c3ccc(C)cc3)n[nH]c2=S)cc1OC	16	0	nt	3	nt	9	1
CCOc1cccc2sc(NC(=O)c3ccc(Br)s3)nc12	-35	13	0.2	0	6	-2	0
COc1ccc(NC(=O)c2cc(C3CCCCN3C(=O)CCCc3ccccc3)on2)c(C)c1 (stereo not given)	3	-6	-0.4	1	3	nt	-2
Cc1cccc(NC(=O)c2c(-c3ccccc3)noc2C)n1	-4	4	1.2	2	1	-1	17
NC(=O)C1CCN(C(=O)CCC(=O)c2ccc(Br)cc2)CC1	5	2	nt	0	1	0	-3
O=C1CN(C(=O)CNC(=O)c2ccccc2Cl)c2ccccc2N1	7	-5	nt	0	-3	-1	-3
COc1ccc(OCCC(=O)OCC(=O)NCc2ccc(F)cc2)cc1	nt	0	4.2	2	nt	-4	4
O=C(CSc1nnc(-c2cccc(S(=O)(=O)N3CCCC3)c2)n1-c1ccccc1)Nc1cccc(C(=O)O)c1	?	nt	-0.3	1	5	5	2
O=C(CNC(=O)c1cccc(F)c1)OCc1cc(=O)n2cc(Br)ccc2n1	nt	3	0.5	20	5	-5	-5
C[C@H]1CN([C@@H](C)CO)C(=O)Cc2cc(NC(=O)Nc3ccc4c(c3)OCO4)ccc2O[C@@H]1CN(C)C(=O)Nc1ccc2c(c1)OCO2	-14	3	0.6	-3	2	0	38

Among those listed so far, these contain a nitro group on carbon:
SMILES	Statin myotox sup	DENV2 CPE rescue	E-selectin induc	ERp5 inh	PglD DTNB	SIRT5 inh	S100A4 MyoIIA
COc1ccc(C(CNC(=O)c2ccc(NS(=O)(=O)c3cccc([N+](=O)[O-])c3)cc2)N2CCOCC2)cc1 (stereo not given)	nt	-9	0.0	1	2	0	-1
COCCNc1nc(N)c([N+](=O)[O-])c(NC2CCCCC2)n1	31	0	nt	2	5	-4	-3

Exported with values under each structure: part of the list above.
Every second line gives: Statin myotox sup	DENV2 CPE rescue	E-selectin induc	ERp5 inh	PglD DTNB	SIRT5 inh	S100A4 MyoIIA
> CN1[C@H](C(=O)NCc2ccncc2)[C@@H](CO)[C@@H]2Cn3c(ccc(-c4ccccc4F)c3=O)[C@@H]21
  1	7	-0.2	7	-1	2	nt
> NC(=O)C1CCN(C(=O)CCC(=O)c2ccc(Br)cc2)CC1
  5	2	nt	0	1	0	-3
> O=C(O)c1ccc(COc2ccccc2/C=C2\NC(=O)N(Cc3ccccc3)C2=O)cc1
  -15	-4	nt	-5	nt	-1	-2

Continued.
SMILES	Statin myotox sup	DENV2 CPE rescue	E-selectin induc	ERp5 inh	PglD DTNB	SIRT5 inh	S100A4 MyoIIA
O=C1C=C(c2cc3ccccc3s2)CCC1	10	nt	0.4	nt	9	nt	nt
C[C@H](CO)N1C[C@H](C)[C@@H](CN(C)Cc2ccc(C(F)(F)F)cc2)Oc2ccc(NC(=O)CCCCCC(=O)Nc3ccccc3N)cc2C1=O	nt	12	2.7	5	nt	nt	-3
COc1cccc(CC(NC(C)=O)C(=O)NC2CCN(C(=O)C3CC3)CC2)c1OC (stereo not given)	nt	-4	1.4	-3	nt	-4	-3
COCC(=O)Nc1ccc2c(c1)C(=O)N(C)[C@@H]1CC[C@H](CC(=O)NCC3CCCCC3)O[C@H]1CO2	13	-4	-0.1	9	3	-1	7
O=C(NCCOc1ccccc1)C1CCN(C(=O)Nc2ccccc2)CC1	6	-3	-0.1	-4	0	nt	-1
CN(C)C(=O)C[C@@H]1CC[C@H]2[C@@H](COC[C@H](O)CN2CC2CC2)O1	2	?	0.2	8	4	1	11
O=C(N[C@@H]1CC[C@@H](CCNS(=O)(=O)c2ccccc2Cl)O[C@H]1CO)c1ccccc1	1	-8	-1.5	5	-1	2	-7
Cc1ccccc1NC(=O)c1oc(=O)c2ccccc2c1-c1ccccc1	8	nt	6.9	nt	1	nt	nt
CN1C(=O)c2cc(NC(=O)c3cccs3)ccc2OC[C@@H]2O[C@@H](CC(=O)N3CCOCC3)CC[C@H]21	1	-9	0.1	-1	0	2	9
Cc1ccc(-c2cc([C@H]3[C@H]4C=CC[C@@H](C)[C@@H]4C(=O)N3Cc3ccccc3)ccc2F)cc1	-1	?	-0.8	-5	-1	nt	-4
Cc1ccc(CNc2nc(NC(C)C)nc3ccsc23)c(C)c1	-29	-9	-0.3	2	-2	21*	16
O=c1c2ccccc2n2c(-c3ccc(C(F)(F)F)cc3)nnc2n1Cc1ccccc1	nt	8	-3.0	14	nt	0	11
CN(C[C@H](Cc1ccccc1)N(C[C@H](Cc1ccccc1)N(CCC(C)(C)C)N=O)N=O)N=O	-17	nt	-0.2	nt	0	nt	nt
Cc1noc(C)c1NC(=O)Nc1ccc2c(c1)C(=O)N([C@@H](C)CO)C[C@@H](C)[C@@H](CN(C)C)OCCCC[C@@H](C)O2	23	84*	-0.1	0	-1	8	9
Cc1ccc(CNC(=O)COC(=O)[C@@H]2CC(O)CN2S(=O)(=O)c2ccc3c(c2)OCCO3)cc1 (stereo not given in full)	nt	-2	-1.3	-4	nt	1	-4
Cn1cccc1/C=C(/C#N)C(N)=S	nt	20	0.0	-5	-4	nt	-3
CCCCC(=O)N1C/C=C\C(c2ccc(OC)cc2)N(Cc2ccc(F)cc2)C(=O)C1 (stereo not given)	-5	nt	0.5	3	-1	nt	-5
COc1ccc(-c2noc(CCC(=O)Nc3cccc(C(=O)NC4CC4)c3)n2)cc1OC	-4	-10	0.2	5	0	nt	0
Cc1cc(C)c(S(=O)(=O)n2c([N+](=O)[O-])cnc2C)c(C)c1	nt	-3	0.4	0	nt	-4	-1
CCN1CCN(S(=O)(=O)c2ccc(Cl)c(C(=O)N(C)Cc3ccc(F)cc3)c2)CC1	-9	-3	-0.3	4	6	-2	0
COCCN(C(=O)COC(=O)C(C)(C)Oc1ccc(Cl)cc1)c1c(N)n(Cc2ccccc2)c(=O)[nH]c1=O	-1	5	0.4	-3	3	1	-6
CCOc1ccc2[nH]c(=O)c(CN(CCN3CCCC3)C(=S)Nc3ccccc3OCC)cc2c1	nt	-6	nt	6	nt	-3	4
CN(C)CCCNC(=O)c1cccc(-c2ccc3nccn3c2)c1	-8	?	0.1	-1	-4	nt	-10
COc1ccc(-c2nc(N)n(C(=O)c3ccc(C)cc3)n2)cc1	nt	7	1.2	3	nt	-4	-1
COc1ccc2c3c([nH]c2c1)[C@H](CO)N(S(C)(=O)=O)CC31CCN(CC2CC2)CC1	nt	9	0.3	9	nt	-1	12

Other results follow.
SMILES	Statin myotox sup	DENV2 CPE rescue	E-selectin induc	ERp5 inh	PglD DTNB	SIRT5 inh	S100A4 MyoIIA
Cc1ccc(NC(=O)Nn2cnnc2)c(C)c1	-2	6	0.0	0	1	1	-1
Cc1ccc(NC(=O)CN(C)CC(=O)Nc2ccccc2Oc2ccccc2)cc1	nt	10	0.5	3	nt	nt	-3
CO/N=C/CC(=O)Nc1ccc(F)cc1F	-10	6	nt	3	3	-4	5
CCC(=O)Nc1ccc2c(c1)C(=O)N(C)C[C@@H](OC)[C@H](C)CN(Cc1ccccc1)[C@@H](C)CO2	6	37*	0.9	-3	0	-2	-6
COc1cc(OC)c(NC(=O)NNC(=O)C(=O)NC2CC2)cc1Cl	nt	18	-0.1	4	nt	nt	-3
S=c1[nH]nc(C2CCCCC2)n1/N=C/c1ccccc1	1	-4	nt	1	-1	0	-4
Cc1c(N2C(=O)c3cccc4cccc(c34)C2=O)cnn1C	nt	-5	21	4	nt	1	-3
CCNC(=O)N1CCN(c2ccc(N3CCN(C(=O)NCC)[C@@H](C)C3)c(C)c2)[C@@H](C)C1	nt	1	-0.2	4	nt	0	-1
C[C@@H]1CCCCO[C@@H](CN(C)S(C)(=O)=O)[C@H](C)CN([C@@H](C)CO)C(=O)c2cc(NC(=O)Cc3ccccc3)ccc2O1	-3	52*	-0.3	-2	1	11	4
O=C(CN1C(=O)c2cccc([N+](=O)[O-])c2C1=O)NCc1ccccc1	-6	-5	nt	2	-9	-2	8
C/C(=N/NC(=O)c1cc(-c2ccc(Cl)s2)[nH]n1)c1ccco1	nt	-6	nt	3	7	1	-10
Cc1ccc(C)c2c1N(Cc1ccccc1)C(=O)C21OCCO1	-18	-2	0.1	1	-2	-6	1
O=C(COC(=O)/C=C/C(=O)N1CCN(c2ccccc2)CC1)NC(c1ccccc1)c1ccccc1	4	7	1.5	10	nt	nt	-3
Cc1ccc(S(=O)(=O)NC[C@H]2O[C@@H](n3cnc4c(N)ncnc43)[C@H](O)[C@@H]2O)cc1	5	-2	-0.2	3	-3	0	13
COc1ccc(-c2c(-c3ccccc3OC)sc3ccccc23)cc1	28	7	0.1	4	1	nt	-9
COc1ccc(NC(=O)c2nnn(Cc3ccc(SC)cc3)c2N)c(OC)c1	24	8	-0.2	-3	-6	-4	-2
COc1ccc(Cl)cc1NC(=O)C/C(C)=N/NC(=O)c1ccccc1Cl	10	-5	nt	0	2	-1	1

2 records picked at random from the list so far:
SMILES	Statin myotox sup	DENV2 CPE rescue	E-selectin induc	ERp5 inh	PglD DTNB	SIRT5 inh	S100A4 MyoIIA
Cc1ccc(NC(=O)CN(C)CC(=O)Nc2ccccc2Oc2ccccc2)cc1	nt	10	0.5	3	nt	nt	-3
O=C(COC(=O)/C=C/C(=O)N1CCN(c2ccccc2)CC1)NC(c1ccccc1)c1ccccc1	4	7	1.5	10	nt	nt	-3

This is a subset; the hit share may differ from the screen's.
